WRN helicase inh: WRN helicase (human) inhibition; WRN helicase unwinding, fluorescent forked duplex, kinetic; Potency, µM (titrated, usually from 114 µM), for inactives: top-dose activity change, negative = inhibition, actives largely listed as inhibitors; 360,000 compounds, 0.46% hits; also: potency is read from the fitted curve at half-maximal effect; % is scaled to controls: 0 for no effect and ±100 for the full control effect; nearly all actives have a fitted effect of over 55% in size
Target sequence (Q14191 whole entry, looked up): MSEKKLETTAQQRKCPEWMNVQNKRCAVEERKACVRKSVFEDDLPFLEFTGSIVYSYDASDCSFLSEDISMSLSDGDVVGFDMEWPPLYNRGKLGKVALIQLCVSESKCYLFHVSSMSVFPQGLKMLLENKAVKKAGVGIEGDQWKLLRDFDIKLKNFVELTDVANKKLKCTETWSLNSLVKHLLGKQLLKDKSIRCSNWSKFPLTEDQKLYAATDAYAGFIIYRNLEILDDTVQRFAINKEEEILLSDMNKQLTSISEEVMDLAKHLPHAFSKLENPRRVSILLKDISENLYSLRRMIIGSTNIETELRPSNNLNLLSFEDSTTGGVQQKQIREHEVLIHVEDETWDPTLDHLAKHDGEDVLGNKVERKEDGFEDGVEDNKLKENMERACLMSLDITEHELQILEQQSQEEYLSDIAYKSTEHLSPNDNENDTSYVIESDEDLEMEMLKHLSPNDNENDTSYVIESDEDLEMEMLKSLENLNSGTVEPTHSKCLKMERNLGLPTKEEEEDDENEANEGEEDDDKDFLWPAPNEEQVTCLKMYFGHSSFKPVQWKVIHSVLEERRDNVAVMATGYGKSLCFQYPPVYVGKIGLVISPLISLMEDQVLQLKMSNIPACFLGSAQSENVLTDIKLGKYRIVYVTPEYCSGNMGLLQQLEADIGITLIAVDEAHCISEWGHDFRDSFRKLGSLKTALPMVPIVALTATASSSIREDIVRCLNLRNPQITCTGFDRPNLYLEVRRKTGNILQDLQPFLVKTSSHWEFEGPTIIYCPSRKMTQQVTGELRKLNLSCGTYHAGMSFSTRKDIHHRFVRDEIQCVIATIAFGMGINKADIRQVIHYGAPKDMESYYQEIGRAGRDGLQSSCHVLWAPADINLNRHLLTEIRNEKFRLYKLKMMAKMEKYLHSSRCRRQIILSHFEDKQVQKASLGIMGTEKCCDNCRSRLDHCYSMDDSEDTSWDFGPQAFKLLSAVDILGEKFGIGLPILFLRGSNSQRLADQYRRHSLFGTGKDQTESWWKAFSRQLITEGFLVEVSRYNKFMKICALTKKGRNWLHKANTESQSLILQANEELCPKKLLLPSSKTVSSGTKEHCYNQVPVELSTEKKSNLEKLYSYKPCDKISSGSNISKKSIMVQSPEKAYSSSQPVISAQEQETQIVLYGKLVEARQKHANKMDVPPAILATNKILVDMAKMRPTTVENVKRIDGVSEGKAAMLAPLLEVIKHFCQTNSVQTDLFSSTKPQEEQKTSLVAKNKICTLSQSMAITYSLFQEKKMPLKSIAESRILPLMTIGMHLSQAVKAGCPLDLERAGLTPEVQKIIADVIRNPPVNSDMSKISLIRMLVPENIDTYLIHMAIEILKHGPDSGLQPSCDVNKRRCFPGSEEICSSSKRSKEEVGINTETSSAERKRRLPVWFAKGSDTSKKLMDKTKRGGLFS
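Screening of the MLSMR collection measured strand separation of a quenched forked DNA duplex (100 nM) by 20 nM WRN with 2 mM ATP, all final. Compounds were preincubated with enzyme 15 min at room temperature.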
ATXN2 expr inh: ATXN2 expression inhibition; HEK-293 ATXN2-luciferase reporter, luminescence, 24 h; Potency, µM (top dose mostly 57 µM), for the others: top-dose activity change, negative = inhibition, most hits filed as inhibitors; 360,000 compounds, 0.72% hits; also: potency is read from the fitted curve at half-maximal effect; % is scaled to controls: 0 for no effect and ±100 for the full control effect; nearly all actives have a fitted effect of over 55% in size
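qHTS (up to 57 uM final) was run with 24 h compound exposure of reporter cells at 37 °C. Each well was multiplexed: SteadyGlo luminescence measured ATXN2-luciferase expression after a fluorogenic Gly-Phe-AFC viability readout (25 uM final).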
SW480 rereplic: induces DNA re-replication in SW480 colon adenocarcinoma cells; SW480 DNA re-replication, Hoechst DNA content imaging, 48 h; Potency, µM (doses to about 46.1 µM), inactives show at the top dose re-replication activation, hits mostly activators; 340,000 compounds, 1.8% hits; AID 624297; also: potency is read from the fitted curve at half-maximal effect; % of control where 0% means no effect; nearly all actives have a fitted effect of over 55% in size
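Readout is total intensity of Hoechst-stained nuclei, excited at 405 nm and collected at 500-530 nm. Compound treatment lasted 48 hr at 37 C in 5% CO2 before staining.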
HT1080 IDH1KD tx: kills HT-1080 cells with IDH1 knockdown; HT-1080 IDH1 knockdown viability, ATP luminescence, 48 h; 360,000 compounds, 2% hits; Potency, µM (titrated, usually from 46.1 µM), for inactives: top-dose activity, negative = toxicity, hits mostly cytotoxic;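 also: potency is read from the fitted curve at half-maximal effect; 0% = DMSO wells and -100% = cell-free medium wells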
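Luminescent ATP read-out (CellTiter-Glo, 10 min at room temperature) after 48 h compound exposure at 37 °C gave viability of IDH1-knockdown HT-1080 cells. Activity was normalised to DMSO and cell-free wells, then fitted as concentration-response curves.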
KB-V1 cytotox: kills drug-selected multidrug resistant KB-V1 cells; AID 1347076; 400,000 compounds, 3.4% hits; KB-V1 MDR cells viability, CellTiter-Glo, 72 h; Potency, µM (titrated, usually from 46.1 µM), for inactives: at the top dose activity change, negative = cytotoxicity, hits mostly cytotoxic; also: potency is read from the fitted curve at half-maximal effect; % is scaled to controls: 0 for no effect and ±100 for the full control effect; nearly all actives have a fitted effect of over 60% in size
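In this primary screen, KB-V1 cells overexpressing P-gp are incubated with library compounds (lowest to highest concentration) for 72 h at 37 degrees C before a luminescent ATP viability read.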
IL-1B inflam inh: inhibitors of inflammasome signaling (IL-1 beta secretion); THP-1 LPS/ATP IL-1B secretion, AlphaLISA, 16 h; active compounds read low; activity change, % at 57.5 µM; 360,000 compounds, 4.7% hits; in the data active = activity change below about -50%; inconclusive = mostly about -30% to -49%; also: % is scaled to controls: 0 for no effect and ±100 for the full control effect
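THP-1 cells pretreated 1 hr with compounds (up to 57.5 uM final), then stimulated with LPS (250 ng/mL final) plus ATP (1.25 mM final); secreted IL-1B measured by AlphaLISA after 16 hr, decreased signal indicating inhibition.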
MCF10A rerep: DNA re-replication induction in MCF 10a cells | MCF 10A DNA re-replication, Hoechst nuclear intensity, 48 h | Potency, µM (series often up to 46.1 µM), for inactives: at the top dose activity, positive = re-replication, most hits filed as activators | 350,000 compounds, 2.9% hits | AID 624296; also: potency is read from the fitted curve at half-maximal effect; % of control where 0% means no effect; nearly all actives have a fitted effect of over 50% in size
KB-3-1 tox: KB-3-1 parental cell cytotoxicity. KB-3-1 viability, CellTiter-Glo ATP luminescence, 72 h. AID 1347075. Potency, µM (titrated, usually from 46.1 µM), without a hit: at the highest dose activity change, negative = cytotoxic, actives largely listed as cytotoxic. 400,000 compounds, 1.4% hits; also: potency is read from the fitted curve at half-maximal effect; % is scaled to controls: 0 for no effect and ±100 for the full control effect; nearly all actives have a fitted effect of over 60% in size
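Cytotoxicity measured as CellTiter-Glo luminescence after 72 h at 37 C. Compound titrations were pinned onto drug-naive KB-3-1 parental adenocarcinoma cells grown in DMEM with 10% FBS, and normalized data fitted to concentration-response curves.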
HT1080-NT tox: kills 2HG-producing HT-1080-NT fibrosarcoma cells; HT-1080-NT fibrosarcoma viability, CellTiter-Glo ATP luminescence, 48 h; Potency, µM (highest dose often 46.1 µM), for inactives: at the highest dose activity, negative = less viability, usual class: cytotoxic; 360,000 compounds, 1.6% hits; AID 686970;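 also: NT is the 2HG producing partner of a matched IDH1 knockdown line; potency is read from the fitted curve at half-maximal effect; 0% = DMSO-treated cells and -100% = media-only wells without cells; nearly all actives have a fitted effect of over 55% in size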
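HT-1080-NT; 750 cells/well; 5% FBS RPMI; 48 h compound, 37 degrees C; CellTiter-Glo luminescence; curve fitting and curve-class assignment.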
Numbers without * were called inactive; ? = inconclusive; · = not tested or not shown; [ ] = remark or other dose. Unless noted, calls follow the shape of the dose curve; as a rule, active = well fitted curve in the direction sought with a large enough effect; inconclusive = small, poorly fitted or top-dose-only effect, or another doubt; inactive = no such curve, though single readings can be large; an effect the other way counts as inactive or inconclusive.

SMILES | WRN helicase inh | ATXN2 expr inh | SW480 rereplic | HT1080 IDH1KD tx | KB-V1 cytotox | IL-1B inflam inh | MCF10A rerep | KB-3-1 tox | HT1080-NT tox
Cc1ccc(-c2csc3nc4cc(C(N)=O)ccc4c(=O)n23)cc1 | -30% | -16% | -48%[inhibitor] | -2% | -13% | -18 | ? | 0% | ?
CC1c2cc3c(cc2CCN1CC(=O)Nc1ccc(S(=O)(=O)N2CCCC2)cc1)OCCCO3 (stereo not given) | -1% | -7% | -19% | -11% | ? | -28 | 7% | -3% | -5%
Cc1cc(C(=O)NCc2cccs2)no1 | 2% | 10% | -3% | -17% | 8% | -1 | 5% | -2% | 9%[9.24 µM]
O=C1CC(NC(=O)C(F)(F)F)c2cc3c(cc21)OCO3 (stereo not given) | -33% | -7% | -5% | ? | 5% | -3 | -3% | -14% | ?
CCOC(=O)/C(=C/c1ccc(OC(F)F)cc1)C1=Nn2c(nnc2-c2ccc(Cl)cc2)SC1 | -9% | 10µM* | 7.3µM* | 3.7µM* | ? | -98* | 3.7µM* | ? | 3.3µM*
Cc1ccc(NC(=O)CCc2ccc(C)o2)c(C)c1 | -1%[57.1 µM] | 14% | 10% | -21% | ? | 0 | 2% | ? | -6%
COCc1nnc(NC(=O)C2CCN(C(=O)c3ccco3)CC2)s1 | -3% | 0% | 1% | 13% | -2% | 7 | -5% | 0% | 10%
Cc1cc(C(=O)Nc2ccccc2)oc(=O)c1 | -9% | 16% | -62%[inhibitor] | 2% | -7% | -14 | ? | -2% | 5%
Cc1c(Cl)cccc1NC(=S)NCCC(c1ccccc1)c1ccccc1 | -12% | 0% | ? | ? | ? | ? | ? | ? | ?
COc1ccc(C2=Nc3ccccc3N(C(=O)c3cnccn3)C2C(=O)NC2CCCC2)cc1 (stereo not given) | 6% | · | · | -3% | -19% | -2 | · | 12% | -1%
CCC(CC)C(=O)c1c[nH]c(C(=O)NCc2cccs2)c1 | -5% | -14%[11.3 µM] | -4% | 5% | 10% | -5 | 0% | 14% | 5%
COC(=O)c1sc(NC(=S)NC(=O)c2ccccc2Cl)nc1C | -9% | 48%[activator] | -1% | 9% | 0% | 4 | 1% | 15% | 10%
CN1CCN(c2nc(-c3ccccc3Cl)nc3ccccc23)CC1 | -2% | -3% | -9% | 1% | -7% | ? | ? | -4% | 2%
COc1ccc(C=CC(=O)c2ccc(OC)c(OC)c2O)cc1OC | -10% | 2% | ? | 26µM* | ? | ? | ? | -13% | ?
Cc1cc(C(F)(F)F)c2c(C)nn(CCc3nn[nH]n3)c2n1 | 2% | 4% | -7% | 0% | 19% | 9 | -3% | -1% | -1%
CCCCC(c1nnnn1C1CCCC1)N1CCN(C(=O)c2ccco2)CC1 (stereo not given) | -28% | 0% | -1% | 6% | -5% | -16 | -2% | 1% | 6%
Cc1ccc2c(c1)C(c1ccc(O)cc1)(c1ccc(O)cc1)C(=O)N2C | -3% | -9% | -12% | -15% | 0% | 0 | -5% | 3% | -12%
Oc1c(CN2CCOCC2)ccc2ccccc12 | -12% | 3% | 3% | -14% | ? | 6 | 30% | 0% | -8%
CN(Cc1ccccc1)S(=O)(=O)c1ccc(Cl)c(C(=O)OCC(N)=O)c1 | -8% | 4% | 1% | 16% | 0% | -21 | 2% | 2% | 11%
CCCCc1c(O)c2ccccc2[nH]c1=O | -2% | 8% | -16% | 26% | 2% | -9 | 0% | 3% | 17%
O=C(CSc1nnc(CNC(=O)c2ccccc2F)o1)NCCc1ccccc1 | 5% | -11% | -3% | 5% | 3% | 17 | -6% | 13% | 4%
COc1cc(-c2cc(-c3ccc(F)cc3)nc(N)c2C#N)ccc1O | 3% | -6% | -1% | -24% | -8% | 1 | -4% | -10% | -9%
O=C(Nc1nc2ccsc2c(=O)s1)C1CCC1 | -5% | 53%[activator] | -4% | -5% | 0% | -4 | -2% | 11% | -5%
Cc1cccc(NC(=O)C2C3C=CC4(O3)C2C(=O)N(CCCN2CCCC2)C4C(=O)NC2CCCC(C)C2C)c1 (stereo not given) | 1% | -8% | ? | -7% | 18% | -7 | -3% | -15% | -13%
Cc1ccc(S(=O)(=O)N2CCCCC2)cc1NC(=O)CSc1ncn[nH]1 | -23% | -9% | -4% | -3% | ? | 21 | 0% | -6% | -11%
CCc1cc(C(=O)NC2CCCc3c2cnn3-c2cccc(C)c2C)n(C)n1 (stereo not given) | -5% | -16% | 9% | ? | ? | ? | ? | ? | -6%
COc1ccc(-c2csc(CCn3nc(C)cc3C)n2)cc1OC | -4% | 2% | -11% | 5% | -3% | -11 | -1% | 11% | 0%
COc1cc(CNC(=O)c2cnccn2)cc(OC)c1 | -4% | · | -13% | -2% | 9% | 2 | 1% | -14% | 2%
Cc1ccc2c(c1)=N/C(=N\c1[nH]c(O)c3ccccc13)N=2 | -11% | · | · | ? | ? | -102* | · | ? | 23µM*
COc1ccc(NC(=S)NCC2CCCO2)c(OC)c1 (stereo not given) | 7% | 1% | -1% | 1% | 17% | 25 | 1% | 16% | 11%
CC(C)NC(=O)CN1CCC(c2ccccc2)C(O)C1 (stereo not given) | -6% | 1% | -1% | 1% | 0% | 11 | -7% | -1% | 9%
Cc1nn(S(=O)(=O)c2ccc(Br)cc2)c(C)c1S(=O)(=O)N1CCOCC1 | 3% | -6% | -10% | 19% | 0% | 9 | 23% | 9% | 12%
O=C(CC1C(=O)N(c2ccccc2)C(=O)N1Cc1ccco1)Nc1ccccc1 (stereo not given) | 8% | 1% | -4% | 0% | -29% | -10 | -3% | -1% | 2%
Cc1ccc(-c2nnc(Nc3ccc(C(=O)N(C)C)cc3)c3ccccc23)cc1S(=O)(=O)NC(C)(C)CO | -7% | 33% | ? | -5% | 1% | 28 | 7% | 5% | -20%
Cc1ccc(S(=O)(=O)Nc2ccc3nc(C)sc3c2)cc1 | -1% | -8% | -2% | -17% | ? | -8 | -3% | -10% | -13%
O=C1OC(c2cccs2)=N/C1=C\c1ccc(-c2cccc(Cl)c2)o1 | -23% | -14% | 1% | -7% | 3% | 26 | ? | 3% | 2%
O=C(Nc1ccccc1O)c1cc(S(=O)(=O)N2CCOCC2)c(Cl)cc1Cl | -11% | -6% | ? | -22% | 2.9µM* | -7 | ? | -17% | ?
Cc1ccc(C(=O)CSc2nnc(-c3cccnc3)n2N)cc1 | -15% | -25% | ? | ? | 7.3µM* | -10 | ? | ? | ?
O=C(O)CN1C(=O)C(=O)N(Cc2c(F)cccc2Cl)C1=O | 6% | -9% | -13% | -7% | -9% | -15 | 2% | 2% | 2%
O=C(Nc1ccccc1)c1ccccc1OCc1ccc(F)cc1 | -3% | -18% | -41%[inhibitor] | 13% | ? | -14 | 0% | 1% | 0%

One compound at a time (already shown). Screens in order: WRN helicase inh, ATXN2 expr inh, SW480 rereplic, HT1080 IDH1KD tx, KB-V1 cytotox, IL-1B inflam inh, MCF10A rerep, KB-3-1 tox, HT1080-NT tox
Profile of `COc1ccc(-c2csc(CCn3nc(C)cc3C)n2)cc1OC` = -4%, 2%, -11%, 5%, -3%, -11, -1%, 11%, 0%
Profile of `O=C(Nc1ccccc1)c1ccccc1OCc1ccc(F)cc1` = -3%, -18%, -41%[inhibitor], 13%, ?, -14, 0%, 1%, 0%

Following part.
SMILES | WRN helicase inh | ATXN2 expr inh | SW480 rereplic | HT1080 IDH1KD tx | KB-V1 cytotox | IL-1B inflam inh | MCF10A rerep | KB-3-1 tox | HT1080-NT tox
c1ccc(CNc2nc(NCc3ccccc3)c3ccccc3n2)cc1 | 0% | ? | -2% | 7.3µM* | ? | -100* | ? | 12% | 15µM*
COC(=O)CSc1nnc(CNC(=O)c2cc(OC)c(OC)c(OC)c2)n1C | 7% | -3% | -7% | 9% | ? | -4 | 1% | 0% | 19%
O=C(COc1cccc2c1CCNC2=O)Nc1cccc(F)c1 | -1% | 39%[activator] | -1% | -10% | -4% | 13 | -3% | 0% | -5%
CCn1c(N2CCN(C(=O)Nc3ccc(F)cc3)CC2)nc2ccccc21 | -1% | -8% | -8% | 16% | -21% | ? | -5% | -7% | 6%
CCCS(=O)(=O)Nc1cccc(-c2ccc3nnc(C)n3n2)c1 | 7% | · | 18µM* | -1% | -4% | 20 | -4% | 0% | -16%
CC(NC(=O)COC(=O)C1CCCCC1)c1ccccc1 (stereo not given) | -16% | -9% | -2% | 2% | · | -4 | -31%[inhibitor] | · | -1%
COc1ccc(CN2CCNC(=O)C2CC(=O)NCCCC2CCCC2)c(C)c1C (stereo not given) | -8% | 7% | 2% | 5% | -17% | ? | 15% | -3% | -1%
CC(OC(=O)c1ccc(Cl)nc1)C(=O)NCc1ccc2c(c1)OCO2 (stereo not given) | -4% | -8% | 7% | -2% | -10% | 10 | 5% | 1% | -2%
C=C(C)CN(CC)C(=O)c1ccc(OC2CCN(S(=O)(=O)N(C)C)CC2)cc1 | 1% | · | -17% | 4% | -11% | 11 | 16% | 2% | 2%
Cn1cnnc1SCC(=O)c1cccc([N+](=O)[O-])c1 | 2% | 5% | -6% | -7% | ? | 0 | -5% | -7% | -3%
CC(=O)NCc1c(Cl)cccc1-n1cccc1 | 7% | 3% | 0% | 5% | -18% | -1 | 8% | 10% | -2%
COC(=O)/C=C1\NCCSC1=O | -5% | 0% | -2% | -4% | -2% | 10 | 13% | 1% | 9%
O=C(OC(C(=O)c1c[nH]c2ccccc12)c1ccccc1)c1cnccn1 (stereo not given) | -1% | -10% | -10% | -7% | -1% | -3 | -27% | -5% | 1%
O=C(CCc1nc2ccccc2c(=O)[nH]1)Nc1ccccc1N1CCCCC1 | 4% | · | · | 4% | -1% | 16 | · | 0% | -9%
CCOCCCN1C(=O)C(=O)N(CC(=O)N2c3ccccc3NC(=O)CC2C)C1=O (stereo not given) | 2% | -4% | -7% | 6% | 3% | -4 | -5% | 1% | 4%

Screening results deposited in PubChem by National Center for Advancing Translational Sciences (NCATS).
